Compound activity as filed in PubChem.
BioA inh: M. tuberculosis BioA enzyme inhibitors, primary screen, biochemical, plate reader, single point, HTS; inhibition, % at 9.99 µM; 0.096% of 360,000 active; purified M. tuberculosis BioA enzyme; AID 602481, 2012; in the data active = inhibition above about 40%
Active calls of the source: *; & = joins results of further samples. These rows are one share of the data (hit frequency here may not be typical).

SMILES	BioA inh
CN1CCN(C(=O)C[C@H]2C[C@@H]3c4cc(NC(=O)c5cccnc5)ccc4O[C@@H]3[C@@H](CO)O2)CC1	35.1
CO[C@@H]1CN(C)C(=O)c2cc(NS(C)(=O)=O)ccc2OC[C@@H](C)N(C(=O)NC(C)C)C[C@H]1C	-1.6
CNC(=O)C[C@H]1CC[C@H]2[C@H](COc3ccc(NS(=O)(=O)c4ccc(F)cc4)cc3C(=O)N2C)O1	-2.7
C[C@H](CO)N1C[C@H](C)[C@@H](CN(C)Cc2ccc(C(F)(F)F)cc2)Oc2ccc(NS(=O)(=O)c3ccc(Cl)cc3)cc2C1=O	1.8
CCCNC(=O)C[C@H]1CC[C@H]2[C@H](COc3ccc(NC(=O)Cc4cccs4)cc3C(=O)N2C)O1	-0.4
C[C@H]1CN([C@@H](C)CO)C(=O)Cc2cc(NS(=O)(=O)c3ccccc3)ccc2O[C@@H]1CN(C)S(=O)(=O)c1ccc(F)cc1	-1.9
CN1C(=O)c2cc(NC(=O)c3cccc(Cl)c3)ccc2OC[C@@H]2O[C@@H](CC(=O)NC3CCCCC3)CC[C@@H]21	5.7
CNC(=O)C[C@@H]1CC[C@@H]2[C@H](COc3ccc(NC(=O)c4cnccn4)cc3C(=O)N2C)O1	9.0
CCCC(=O)Nc1ccc2c(c1)C(=O)N(C)[C@H]1CC[C@H](CC(=O)NCCOC)O[C@H]1CO2	-0.5
C[C@H](CO)N1C[C@H](C)[C@H](CN(C)C(=O)c2ccncc2)OCCCC[C@H](C)Oc2ccc(NC(=O)CCC(F)(F)F)cc2C1=O	-2.8
C/C=C/c1ccc([C@@H]2[C@H](CO)N[C@H]2CNS(=O)(=O)c2ccccc2)cc1	-4.0
CCNC(=O)C[C@H]1CC[C@H]2[C@@H](COC[C@H](O)CN2Cc2ccncc2)O1	-0.8
O=C([C@@H]1[C@@H](CO)[C@@H]2Cn3c(ccc(-c4ccncc4)c3=O)[C@H]1N2Cc1ccccc1)N1CCOCC1	-1.5
O=C(Nc1cc(F)ccc1F)N1CCCCN2[C@H](CO)[C@H](c3ccc(-c4cccnc4)cc3)[C@@H]2C1	4.3
CO[C@@H]1CN(C)C(=O)c2ccc(NC(=O)C3CCOCC3)cc2OC[C@@H](C)N(C(=O)c2ccccc2)C[C@@H]1C	-2.4
O=C(Nc1ccc(F)cc1)Nc1ccc2c(c1)[C@@H]1C[C@@H](CC(=O)N3CCCCC3)O[C@H](CO)[C@@H]1O2	2.0
COc1ccccc1CN1CC[C@H]2[C@H](CO)Nc3ccc(-c4cccc(F)c4)cc3[C@H]21	10.8
C[C@@H]1CN([C@@H](C)CO)C(=O)c2cc(NC(=O)Cc3ccccc3)ccc2O[C@@H](C)CCCCO[C@@H]1CN(C)S(=O)(=O)c1cn(C)cn1	-0.4
CO[C@@H]1CN(C)C(=O)c2ccc(NC(=O)c3ccccc3F)cc2OC[C@@H](C)N(C)C[C@@H]1C	-2.9
Cc1cc(C(=O)Nc2ccc3c(c2)C(=O)N(C)[C@@H]2CC[C@H](CC(=O)O)O[C@@H]2CO3)no1	-3.6
C[C@@H]1CN([C@H](C)CO)S(=O)(=O)c2ccc(-c3ccc(C#N)cc3)cc2O[C@@H]1CN(C)Cc1ccccn1	-1.8
Cc1noc(C)c1S(=O)(=O)Nc1ccc2c(c1)C(=O)N([C@@H](C)CO)C[C@H](C)[C@@H](CN(C)S(=O)(=O)c1cccs1)OCCCC[C@H](C)O2	-0.4
CC(C)C(=O)Nc1ccc2c(c1)C(=O)N(C)[C@H]1CC[C@@H](CC(=O)N[C@H](C)c3ccccc3)O[C@@H]1CO2	-0.4
C[C@H](CO)N1C[C@H](C)[C@H](CN(C)C(=O)C2CCCCC2)Oc2ncc(-c3cccnc3)cc2C1=O	3.4
COc1ccc(S(=O)(=O)N(C)C[C@H]2Oc3ccc(NC(=O)Nc4ccc(F)cc4)cc3CC(=O)N([C@H](C)CO)C[C@H]2C)cc1	-2.3

New compounds follow.
SMILES	BioA inh
CCCNC(=O)[C@@H]1[C@@H](CO)[C@@H]2Cn3c(ccc(-c4ccc(F)cc4)c3=O)[C@@H]2N1CC	3.6
OC[C@@H]1[C@H](c2ccc(-c3ccccc3)cc2)[C@@H]2CN(CCC(F)(F)F)CCCCN12	3.3
C[C@@H]1CN([C@H](C)CO)C(=O)c2cc(C#Cc3cccnc3)cnc2O[C@H]1CN(C)Cc1ccc(F)cc1	-1.3
C[C@@H]1CN([C@H](C)CO)C(=O)c2cc(NC(=O)Cc3cn(C)c4ccccc34)ccc2O[C@@H]1CN(C)S(=O)(=O)c1cccs1	-2.6
Cc1noc(C)c1S(=O)(=O)N(C)C[C@H]1OCCCC[C@H](C)Oc2ccc(NC(=O)CCC(F)(F)F)cc2C(=O)N([C@@H](C)CO)C[C@H]1C	-0.5
O=C([C@@H]1[C@@H](CO)[C@@H]2Cn3c(cccc3=O)[C@@H]2N1Cc1ccccc1)N1CCCCC1	-0.6
CCN(C[C@H]1[C@H](c2ccccc2)[C@@H](CO)N1S(C)(=O)=O)C(=O)C1CCC1	-2.3
CO[C@@H]1CN(C)C(=O)c2ccc(NC(=O)C3CC3)cc2OC[C@H](C)N(CC2CCOCC2)C[C@H]1C	-2.1
C[C@@H]1CN([C@H](C)CO)C(=O)c2cc(NC(=O)Cc3ccccc3)ccc2O[C@H]1CN(C)Cc1ccc(-c2ccccc2)cc1	-2.4
C[C@H](O)C#Cc1ccc([C@H]2[C@H]3CN(C(=O)c4ccc5c(c4)OCO5)CCCCN3[C@H]2CO)cc1	-0.5
O=C(NC[C@H]1N[C@H](CO)[C@@H]1c1ccc(-c2ccccc2)cc1)C1CCC1	0.5
CCC(=O)Nc1ccc2c(c1)C(=O)N(C)C[C@H](OC)[C@@H](C)CN(Cc1ccncc1)[C@@H](C)CO2	-1.5
C[C@H]1CN([C@@H](C)CO)C(=O)c2cc(N(C)C)ccc2O[C@H]1CN(C)Cc1ccc(C(=O)Nc2ccccc2N)cc1	-1.2
C[C@@H]1CCCCO[C@H](CN(C)C(=O)CCCN(C)C)[C@@H](C)CN([C@H](C)CO)C(=O)c2cc(NC(=O)Nc3ccc(C(F)(F)F)cc3)ccc2O1	0.6
CCC(=O)N1CCCCN2[C@H](CO)[C@H](c3ccc(C#Cc4ccccc4F)cc3)[C@H]2C1	-1.6
C[C@H]1CCCCO[C@@H](CN(C)CC2CCCCC2)[C@@H](C)CN([C@@H](C)CO)C(=O)c2cc(NC(=O)NC3CCCCC3)ccc2O1	-3.3
COc1ccc(NC(=O)Nc2cccc3c2O[C@@H](CN(C)C(=O)Nc2cccc4ccccc24)[C@@H](C)CN([C@@H](C)CO)C3=O)cc1	0.2
CNC(=O)C[C@@H]1CC[C@@H]2[C@@H](COc3ccc(NC(=O)c4cccs4)cc3C(=O)N2C)O1	3.2
CC(C)NC(=O)N1[C@H](CO)[C@@H](c2ccccc2)[C@H]1CN(C)C(=O)c1ccncc1	-2.3
Cc1noc(C)c1S(=O)(=O)Nc1ccc2c(c1)CC(=O)N([C@@H](C)CO)C[C@@H](C)[C@H](CN(C)S(C)(=O)=O)O2	-0.9
C[C@H]1CN([C@@H](C)CO)C(=O)Cc2cc(NC(=O)C3CCCCC3)ccc2O[C@@H]1CN(C)S(C)(=O)=O	1.0
CCCN1C[C@H](C)[C@H](OC)CN(C)C(=O)c2cc(NC(=O)Nc3ccccc3F)ccc2OC[C@@H]1C	0.0
COC(=O)C[C@@H]1CC[C@@H]2[C@H](COC[C@H](O)CN2S(=O)(=O)c2ccccc2OC)O1	1.4
C[C@@H]1CN([C@H](C)CO)C(=O)Cc2cc(NS(=O)(=O)c3cccs3)ccc2O[C@@H]1CN(C)Cc1ccncc1	-0.9
O=C(C[C@@H]1CC[C@H]2[C@@H](COC[C@H](O)CN2C(=O)c2cnccn2)O1)NCc1ccc(Oc2ccccc2)cc1	-1.5

Other entries
SMILES	BioA inh
C[C@H](CO)N1C[C@H](C)[C@@H](CN(C)C(=O)C2CCCCC2)Oc2ncc(C#CC(C)(C)O)cc2C1=O	0.8
CO[C@@H]1CN(C)C(=O)c2cc(NS(=O)(=O)c3cccc(F)c3)ccc2OC[C@H](C)NC[C@H]1C	-2.6
C[C@@H]1CN([C@H](C)CO)C(=O)c2cc(NS(C)(=O)=O)ccc2O[C@@H]1CN(C)Cc1ccc(Oc2ccccc2)cc1	1.9
CO[C@H]1CN(C)C(=O)c2cc(NC(=O)NC(C)C)ccc2OC[C@@H](C)NC[C@H]1C	-1.4
CCCN(C)C[C@H]1Oc2cc(C#CC3CCCCC3)ccc2S(=O)(=O)N([C@@H](C)CO)C[C@H]1C	0.1
C[C@H]1CN([C@@H](C)CO)S(=O)(=O)c2ccc(/C=C/c3ccccc3)cc2O[C@@H]1CN(C)C(=O)c1ccccc1	-2.8
CC(C)NC(=O)N(C)C[C@@H]1OCCCC[C@H](C)Oc2ccc(NC(=O)Cc3ccccc3)cc2C(=O)N([C@H](C)CO)C[C@@H]1C	2.3
C[C@H]1CN([C@@H](C)CO)C(=O)c2cc(-c3ccncc3)cnc2O[C@H]1CN(C)C(=O)C1CC1	-0.3
CNC(=O)C[C@@H]1CC[C@H]2[C@H](COc3ccc(NC(=O)c4cnccn4)cc3C(=O)N2C)O1	-0.5
C/C=C/c1ccc([C@@H]2[C@@H](CN(C)C(=O)c3ccccn3)N(C(C)=O)[C@H]2CO)cc1	3.5
O=C(C1CC1)N1CC[C@@H]2[C@H]1c1cc(-c3cccc(F)c3)ccc1N[C@@H]2CO	14.5
CO[C@@H]1CN(C)C(=O)c2cc(NC(=O)c3nc4ccccc4s3)ccc2OC[C@H](C)N(Cc2cncnc2)C[C@@H]1C	1.5
Cc1ccc(S(=O)(=O)Nc2ccc3c(c2)CC(=O)N([C@H](C)CO)C[C@@H](C)[C@H](CN(C)S(=O)(=O)c2ccc(F)cc2)O3)cc1	4.2
CCCNC(=O)Nc1ccc2c(c1)OC[C@@H](C)N(Cc1cccnc1)C[C@H](C)[C@H](OC)CN(C)C2=O	2.7
COc1ccccc1S(=O)(=O)N1CC[C@H]2[C@H](CO)Nc3ccc(Br)cc3[C@H]21	0.2
CC(=O)N1C[C@@H]2[C@H](c3ccccc31)[C@@H](CO)N2S(=O)(=O)c1ccccc1	1.3
COc1ccc(NC(=O)Nc2ccc3c(c2)[C@@H]2C[C@H](CC(=O)N4CCOCC4)O[C@H](CO)[C@@H]2O3)cc1	0.9
C[C@H](CO)N1C[C@H](C)[C@H](CN(C)C(=O)Nc2ccc(C(F)(F)F)cc2)Oc2ccc(NC(=O)CCCCCC(=O)Nc3ccccc3N)cc2CC1=O	-1.6
C[C@@H]1CN([C@H](C)CO)C(=O)c2cc(-c3ccccc3)cnc2O[C@H]1CN(C)C(=O)c1ccccc1F	3.8
CCNC(=O)C[C@@H]1CC[C@@H]2[C@@H](COc3ccc(NC(=O)Nc4cccc(OC)c4)cc3C(=O)N2C)O1	1.7
C[C@H](O)C#Cc1cnc2c(c1)C(=O)N([C@H](C)CO)C[C@H](C)[C@@H](CN(C)Cc1cncnc1)O2	-2.8
C[C@@H]1CCCCO[C@H](CN(C)S(C)(=O)=O)[C@@H](C)CN([C@H](C)CO)C(=O)c2cc(NS(C)(=O)=O)ccc2O1	-2.2
CC(=O)N1[C@@H](CO)[C@@H](c2ccccc2)[C@@H]1CN(CC(C)C)C(=O)c1ccccn1	-1.4
Cc1ccccc1-c1cnc2c(c1)C(=O)N([C@@H](C)CO)C[C@H](C)[C@H](CN(C)C(=O)c1ccccc1)O2	-1.8
CO[C@@H]1CN(C)C(=O)c2cc(NC(=O)Nc3ccccc3F)ccc2OC[C@@H](C)N(Cc2ccccc2F)C[C@H]1C	-0.6

12 of the compounds above, bar-delimited.
molecule | BioA inh
CCCNC(=O)[C@@H]1[C@@H](CO)[C@@H]2Cn3c(ccc(-c4ccc(F)cc4)c3=O)[C@@H]2N1CC | 3.6
OC[C@@H]1[C@H](c2ccc(-c3ccccc3)cc2)[C@@H]2CN(CCC(F)(F)F)CCCCN12 | 3.3
C[C@@H]1CN([C@H](C)CO)C(=O)c2cc(C#Cc3cccnc3)cnc2O[C@H]1CN(C)Cc1ccc(F)cc1 | -1.3
C[C@@H]1CN([C@H](C)CO)C(=O)c2cc(NC(=O)Cc3cn(C)c4ccccc34)ccc2O[C@@H]1CN(C)S(=O)(=O)c1cccs1 | -2.6
Cc1noc(C)c1S(=O)(=O)N(C)C[C@H]1OCCCC[C@H](C)Oc2ccc(NC(=O)CCC(F)(F)F)cc2C(=O)N([C@@H](C)CO)C[C@H]1C | -0.5
O=C([C@@H]1[C@@H](CO)[C@@H]2Cn3c(cccc3=O)[C@@H]2N1Cc1ccccc1)N1CCCCC1 | -0.6
CCN(C[C@H]1[C@H](c2ccccc2)[C@@H](CO)N1S(C)(=O)=O)C(=O)C1CCC1 | -2.3
CO[C@@H]1CN(C)C(=O)c2ccc(NC(=O)C3CC3)cc2OC[C@H](C)N(CC2CCOCC2)C[C@H]1C | -2.1
C[C@@H]1CN([C@H](C)CO)C(=O)c2cc(NC(=O)Cc3ccccc3)ccc2O[C@H]1CN(C)Cc1ccc(-c2ccccc2)cc1 | -2.4
C[C@H](O)C#Cc1ccc([C@H]2[C@H]3CN(C(=O)c4ccc5c(c4)OCO5)CCCCN3[C@H]2CO)cc1 | -0.5
O=C(NC[C@H]1N[C@H](CO)[C@@H]1c1ccc(-c2ccccc2)cc1)C1CCC1 | 0.5
CCC(=O)Nc1ccc2c(c1)C(=O)N(C)C[C@H](OC)[C@@H](C)CN(Cc1ccncc1)[C@@H](C)CO2 | -1.5

Later entries
SMILES	BioA inh
CCCC#Cc1ccc2c(c1)O[C@H](CN(C)Cc1ccccc1)[C@@H](C)CN([C@H](C)CO)S2(=O)=O	-2.5
CC(C)(O)C#Cc1ccc([C@@H]2[C@H]3CN(Cc4ccccc4F)CCCCN3[C@H]2CO)cc1	2.6
CC=Cc1ccc2n(c1=O)C[C@H]1[C@H](CO)[C@@H](C(=O)N3CCN(C)CC3)N(Cc3ccccc3OC)[C@@H]21 (mixture of isomers)	-1.2
COCC(=O)Nc1ccc2c(c1)[C@H]1C[C@H](CC(=O)N(C)C)O[C@@H](CO)[C@H]1O2	-1.3
C[C@@H]1CCCCO[C@H](CN(C)S(=O)(=O)c2cccs2)[C@H](C)CN([C@@H](C)CO)C(=O)c2cc(NC(=O)Cc3ccccc3)ccc2O1	3.0
C[C@@H]1CCCCO[C@H](CN(C)Cc2ccc3c(c2)OCO3)[C@H](C)CN([C@H](C)CO)C(=O)c2cc(NS(=O)(=O)c3cccs3)ccc2O1	-0.4&-1.4
